Source: PubChem BioAssay (University of Kansas High Throughput Screening Laboratory)
mHTT-CaM PPI inh: inhibitors of human mutant huntingtin-calmodulin interaction. AlphaScreen His-mHTT/GST-CaM binding, luminescence. AID 1671202. inhibition, % at 15 µM. 190,000 tested, 3.6% active. P42858;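 note: 0% = both proteins with DMSO and 100% = one protein alone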
Pf apPOL inh: Pf-apPOL DNA polymerase inhibition | AID 1794808 | 210,000 tested, 0.25% active | inhibition, % at 10 µM | Recombinant Pf-apPOL, molecular beacon fluorescence, 1.5 h
Starred values were filed as active, the others as inactive; · = not tested or not shown; & = joins results of further samples. Cut-off read from the data, not from the text of the source: active = inhibition above about 50%; inactive = the rest. An excerpt (hit frequency here may not be typical).

SMILES | mHTT-CaM PPI inh | Pf apPOL inh
FC(F)(F)c1nnc2ccc(N3CCOCC3)nn12 | -4 | ·
COC1CCN(C(=O)Cc2ccc(S(=O)(=O)C(C)C)cc2)CC1 | -11 | -6
CC(C)c1cccc(C(C)C)c1NC(=O)c1ccc(Cl)cc1 | -5 | -2
CCOc1ccccc1/C=C(\C#N)c1nc2ccc(C)cc2[nH]1 | -13 | -2
O=C(NC1CC1)c1ccccc1OCC1CCN(C(=O)c2cccc(F)c2)CC1 | 6 | 9
COc1cccc(CNC(=O)C2CCCN(c3ccc(N4CCOCC4)nn3)C2)c1 (configuration not stated) | 6 | -11
CCNC(=O)c1ccc2c(c1)N(S(=O)(=O)c1ccccc1F)CC2 | -1 | -3
CCOc1ccccc1NC(=O)Cn1nc(C2CCN(S(C)(=O)=O)CC2)n(C)c1=O | -9 | 2
COc1ccc(CNC(=O)CN(c2cccc(C)c2C)S(=O)(=O)c2ccccc2)cc1 | -2 | -1
COCCNC(=O)N1CCC(Cc2nc3cccnc3n2C)C1 (configuration not stated) | 2 | -4
CCN(c1cccc(C)c1)C(C(=O)Nc1ccc2c(c1)OCO2)c1ccccc1 (configuration not stated) | 6 | -2
O=C1c2cccc3c(Br)ccc(c23)C(=O)N1Cc1cccnc1 | · | -4
O=C(c1ccc(=O)[nH]c1)N(CC1CCCO1)C1(C(=O)NC2CCCC2)CCCCC1 (configuration not stated) | 1 | -18
C=CCCCC(=O)Nc1ccccc1C | -8 | -1
COc1cc(C=O)ccc1OCCCOc1cc(C)cc(C)c1 | -17 | -3
O=C(CCNC(=O)Cn1cnc2ccccc2c1=O)NCc1ccccn1 | 14 | -6
CCOCCCNC(=O)C1(C)CCC(=O)N1Cc1ccc(OCC)cc1 (configuration not stated) | 2 | -2
Cc1ccc2oc(Nc3nc(C)c(C)c(C)n3)nc2c1 | -2 | -2
COc1ccccc1Nc1ncc(C(=O)N2CCN(c3ccccn3)CC2)c2ccccc12 | -1 | -10
Cn1cc(C(=O)O)cc([N+](=O)[O-])c1=O | -1 | -4

Reprinted from above for reference:
SMILES | mHTT-CaM PPI inh | Pf apPOL inh
CCN(c1cccc(C)c1)C(C(=O)Nc1ccc2c(c1)OCO2)c1ccccc1 (configuration not stated) | 6 | -2
O=C1c2cccc3c(Br)ccc(c23)C(=O)N1Cc1cccnc1 | · | -4
O=C(c1ccc(=O)[nH]c1)N(CC1CCCO1)C1(C(=O)NC2CCCC2)CCCCC1 (configuration not stated) | 1 | -18
C=CCCCC(=O)Nc1ccccc1C | -8 | -1
COc1cc(C=O)ccc1OCCCOc1cc(C)cc(C)c1 | -17 | -3
O=C(CCNC(=O)Cn1cnc2ccccc2c1=O)NCc1ccccn1 | 14 | -6

More records:
SMILES | mHTT-CaM PPI inh | Pf apPOL inh
O=c1c(C=NC2CC2)c(C(F)(F)F)[nH]n1-c1ccc([N+](=O)[O-])cc1 | 29 | -6
Cc1cc(NC(=O)Cn2cc3c(n2)CCC(C)C3)ccc1Br (configuration not stated) | -11 | -3
Cc1ccc(C)c(NC(=O)c2ccccc2[N+](=O)[O-])c1 | 1 | 0
O=C(O)C1C2C=CC3(CN(Cc4cccs4)C(=O)C13)O2 (configuration not stated) | 0 | 29
COc1ccc(CNC(=O)C(=O)NCC2CCN(Cc3ccccc3)CC2)cc1 | -11 | -7
CCCCN(CC)S(=O)(=O)c1ccc(C(=O)Nc2nnc(-c3ccccc3OC)o2)cc1 | 52* | -7
COc1ccc2cc3cc(C(=O)Nc4cccc(SC)c4)oc3nc2c1 | 1 | 1
NC1=NC(=O)/C(=C\c2ccco2)S1 | -7 | ·
Cc1ccccc1NC(=O)C1CCCN(C(=O)c2ccc(Cl)cc2)C1 (configuration not stated) | 25 | 2
CC1CC(O)(C#CCOc2ccc(Cl)cc2)C(C)CN1C (configuration not stated) | 1 | 4

The last 3 records of the section before open the next one:
SMILES | mHTT-CaM PPI inh | Pf apPOL inh
NC1=NC(=O)/C(=C\c2ccco2)S1 | -7 | ·
Cc1ccccc1NC(=O)C1CCCN(C(=O)c2ccc(Cl)cc2)C1 (configuration not stated) | 25 | 2
CC1CC(O)(C#CCOc2ccc(Cl)cc2)C(C)CN1C (configuration not stated) | 1 | 4
O=C(NCC(=O)N1CCCc2ccccc21)c1cccc(F)c1 | -5 | 4
CCC(=O)NCc1nc2c(n1C)CN(S(=O)(=O)c1ccc(C)c(C)c1)CC2 | 6 | -4
COc1ccccc1N1CCN(C(=O)c2cc([N+](=O)[O-])ccc2Cl)CC1 | 13 | 1
CC(NC(=O)c1cc2nc(-c3ccco3)cc(C(F)(F)F)n2n1)C1CC2CCC1C2 (configuration not stated) | -1 | -4
O=C1C(=O)N(CCO)C(c2ccc([N+](=O)[O-])cc2)C1=C(O)c1ccccc1 (configuration not stated) | 8 | -9
Cc1nc2sc3c(c2c(=O)n1N)CCC3 | 0 | ·
Cc1cccc(C2C=C(c3ccc(F)cc3)Nc3ncnn32)c1 (configuration not stated) | -3 | -13
N#CCCN1CCN(C2=NC(=O)/C(=C/c3ccc(Cl)cc3)S2)CC1 | 23 | -3
COc1ccc(-n2nc(C(=O)NCCc3ccc(OC)c(OC)c3)c3ccccc3c2=O)cc1 | 28 | -24
O=C(CSc1nnnn1-c1ccc(F)cc1)Nc1ccc2c(c1)OCO2 | 4&4 | 5&4
COc1cc(-c2csc(C)n2)ccc1O | -4 | 0
CCOc1ccccc1C(=O)N1CCC(c2nc3cccnc3n2CCOC)C1 (configuration not stated) | -1 | -2
O=C(Nc1ccc(Cl)cc1)C1CCC(CNS(=O)(=O)c2cccs2)CC1 (configuration not stated) | 7 | 5
CCOc1ccccc1NC(=O)C1=C(C)NC(=O)NC1c1c(Cl)cccc1Cl (configuration not stated) | 0 | 20
O=C1CSc2ccc(S(=O)(=O)N3CCC(N4CCCCC4)CC3)cc2N1 | -3 | 0
O=C(Nc1ccccc1)C(Sc1ccccc1)c1ccccc1 (configuration not stated) | -20 | -2
O=S(=O)(c1ccc(-n2c(-c3ccncc3)n[nH]c2=S)cc1)N1CCCCC1 | · | -1
CC(NS(=O)(=O)c1ccc(Br)cc1)C1C2CC3CC(C2)CC1C3 (configuration not stated) | 1&-2 | 14&0
CCc1nnc(NC(=O)CSc2nc3c(cc2C#N)CCC3)s1 | -4 | 0
CC(C)C(=O)NCc1csc(C2CCN(C(=O)c3ccc(C(C)(C)C)cc3)CC2)n1 | 25 | -2
CCOc1ccc(CNC(=O)CC2CCN(C(=O)c3ccc(C)cc3)CC2)cc1 | 12 | -4
Cc1onc(-c2ccccc2)c1C(=O)NN | -2 | -5
Cc1noc(C)c1CN1CCC(NC(=O)c2ccc(F)c(F)c2)CC1 | 4 | 0
CCN(CC)S(=O)(=O)c1cc(C(=O)O)ccc1Cl | -2 | -2
O=C1C2C(c3ccccc3)OC3(C(=O)c4ccccc4C3=O)C2C(=O)N1c1ccccc1 (configuration not stated) | 15 | 1
O=C(Nc1cccn2nc(C3CCC3)nc12)c1ccncc1 | -8 | 1
CC(C)NC(=O)c1ccc(OCC2CCCN(C(=O)Cc3ccc(Cl)cc3)C2)cc1 (configuration not stated) | 13 | -1
COc1ccc(CN2COc3ccc(OC)cc3C2)cc1 | 19 | -4
COc1ccc2[nH]c(C(=O)Nc3ccc(F)cc3)cc2c1 | -1 | 2
CNCCC(=O)c1ccccc1 | 7 | 8
COc1cccc(OCC(=O)Nc2ccc(Br)cc2C(=O)O)c1 | -2 | -10
CC12CCC(C(=O)Nc3ccccc3[N+](=O)[O-])(OC1=O)C2(C)C (configuration not stated) | 1 | 0
Cc1nc2ccccn2c(=O)c1NC(=O)Nc1cccs1 | 2 | 12
O=[N+]([O-])c1ccc(N2CCN(S(=O)(=O)c3ccccc3)CC2)cc1NCc1ccco1 | 6 | -9
Nc1cc(C2CCN(C(=O)Nc3ccccc3Br)CC2)no1 | 4 | 6
COc1ccc([N+](=O)[O-])cc1N=Cc1cccc([N+](=O)[O-])c1 | -1 | -3
COc1cccc(C=C2Oc3cc(OC(=O)c4cccc([N+](=O)[O-])c4)ccc3C2=O)c1OC | 6 | 5
CSc1c(Cl)c(Cl)nc(Cl)c1Cl | 17 | 0
CCOc1ccc(-c2cc(C(=O)NN)c3ccccc3n2)cc1 | 15 | 3
c1ccc2c(c1)c1ccccc1c1nn3nnnc3nc21 | · | -6
Cc1c(C#N)c2ccccc2n1CC(=O)NCc1cccs1 | 0 | -4
OC1(C(F)(F)F)CC(c2cc3c(cc2Br)OCCO3)=NN1 (configuration not stated) | · | -6
CC(C)C(=O)Nc1ccc(O)cc1C(=O)O | 0 | 2
CCC(C)(C)C(=O)Nc1ccc(Cl)cc1 | -10 | 2
Fc1ccccc1-c1nc(-c2cccc(-c3ccn[nH]3)c2)no1 | 9 | 2
Cn1nc(C(=O)NCc2ccc3c(c2)OCO3)c2c1CCN(C(=O)c1ccco1)C2 | -4 | -8
COc1cccc(C2c3c(oc4cc(OC)ccc4c3=O)C(=O)N2CCN(C)C)c1 (configuration not stated) | 4 | 4
Cc1nnc(SCC(=O)Nc2ncc(Br)cc2Br)[nH]c1=O | -2 | -2
Cc1cc(C)cc(Oc2coc3cc(O)ccc3c2=O)c1 | 7 | -2
COc1ccc(C(=O)Nc2ccc(Cl)cn2)cc1Cl | -5 | 1
The list continues:
SMILES | mHTT-CaM PPI inh | Pf apPOL inh
O=C(c1ccccc1)N1CCC(CCNS(=O)(=O)c2ccc(F)cc2)CC1 | 26 | -2
Cc1cc2c(c(=O)[nH]1)C(=O)O/C2=C\c1cc2c(cc1Br)OCO2 | -2 | -5
COc1ccc(OC)c(NC(=O)N2CCCC2c2c(C)noc2C)c1 (configuration not stated) | 7 | -4
Cc1cc(C)n2nc(SCC(=O)NCc3ccc(F)cc3)nc2n1 | 19 | -12
Cc1cccc(-c2nocc2CCC(=O)N2CCN(c3ccccn3)CC2)c1 | 22 | -1
CCCCc1nc2c(=O)n(C)c3ccccc3c2o1 | 1 | -74
Cc1cc(C)cc(N2C(=O)CSC2c2ccccc2[N+](=O)[O-])c1 (configuration not stated) | 0 | -7
COc1nccnc1N1CCC(N(C)C(=O)c2cnccn2)C1 (configuration not stated) | 3 | -1
CSC(=Nc1ccc(Cl)cc1)N(C)C | · | -1
COc1ccc2cc3cc(C(=O)Nc4ccc(OC)c(OC)c4)sc3nc2c1 | -7 | -4
Cc1cccc(-n2nc(C)c3sc(N4CCCN(C(=O)c5ccccc5F)CC4)nc32)c1 | 13 | 6
Nc1cc(=O)[nH]c(SCC(=O)NC2CCCCC2)n1 | 2 | -6
O=c1c(N2CCCCC2)coc2ccccc12 | · | -12
c1ccc(CCc2nnc(-n3cccc3)s2)cc1 | -2 | 4
CCN1CCN(Cc2c(O)ccc3c2OC(=Cc2ccc(OC)cc2)C3=O)CC1 | 12 | -13
CCN1CCN(C(=O)CCc2cn(C)c3ccccc23)CC1 | -2 | -20
Cc1cc(C(=O)N2CCC(COCc3ccccc3)CC2)no1 | -14 | -9
O=C(Nc1ccc(F)cc1)Nc1nnc(SCCOc2ccccc2)s1 | -7 | 3
N#Cc1nc(COc2ccc(Cl)cc2)oc1NCc1cccnc1 | 23 | -6
N#Cc1nc2c(-c3nc4ccccc4s3)c(N)n(CCc3ccccc3)c2nc1C#N | -9 | 4

Structural class, the entries above with a COOH group.
SMILES | mHTT-CaM PPI inh | Pf apPOL inh
Cn1cc(C(=O)O)cc([N+](=O)[O-])c1=O | -1 | -4
O=C(O)C1C2C=CC3(CN(Cc4cccs4)C(=O)C13)O2 (configuration not stated) | 0 | 29
CCN(CC)S(=O)(=O)c1cc(C(=O)O)ccc1Cl | -2 | -2
COc1cccc(OCC(=O)Nc2ccc(Br)cc2C(=O)O)c1 | -2 | -10
CC(C)C(=O)Nc1ccc(O)cc1C(=O)O | 0 | 2

Returning to the listing, starting three compounds before the break.
SMILES | mHTT-CaM PPI inh | Pf apPOL inh
O=C(Nc1ccc(F)cc1)Nc1nnc(SCCOc2ccccc2)s1 | -7 | 3
N#Cc1nc(COc2ccc(Cl)cc2)oc1NCc1cccnc1 | 23 | -6
N#Cc1nc2c(-c3nc4ccccc4s3)c(N)n(CCc3ccccc3)c2nc1C#N | -9 | 4
COc1cc(OC)cc(C(=O)NC2CN(C3CCOCC3)CC2c2cccnc2)c1 (configuration not stated) | 13 | 1
Cc1cc(C)nc(S(=O)CC(O)COCc2ccccc2)n1 (configuration not stated) | -1 | 1
O=C(Nc1cc2cccc([N+](=O)[O-])c2oc1=O)c1ccc(Cl)c([N+](=O)[O-])c1 | 6 | 2
O=C(COc1ccccc1[N+](=O)[O-])Nc1ccc(I)cc1Cl | -3 | 0
COc1ccccc1C1CC(c2ccccc2O)=NC2(CCN(C(C)C)CC2)N1 (configuration not stated) | 66* | -3
COc1ccccc1NC(=O)C1Cc2ccccc2C(=O)O1 (configuration not stated) | -4 | -1
COc1ccc(-c2nnc(N)s2)cc1 | 3 | -8
C=CCN1C(=O)/C(=C\c2ccccc2F)SC1=Nc1nnc(CC)s1 | 0 | -4
Clc1ccc(OCCSc2nc3ccccc3o2)cc1 | -54 | -14
O=C(Nc1nnc(N=Cc2ccc(F)cc2)s1)c1ccc(S(=O)(=O)N2CCOCC2)cc1 | 1 | 0
CCN(CC)c1ccc(NC(=O)C2CC(=O)N(c3cccc(NC(C)=O)c3)C2)c(C)c1 (configuration not stated) | 5 | -7
O=c1c(Cl)c(Cl)cnn1-c1cccc(Cl)c1 | -1 | -12
Cc1noc(COC2CCN(C(=O)C3COc4ccccc4O3)CC2)n1 (configuration not stated) | 0 | -1
